Assay outcomes as filed in PubChem BioAssay.
Rin1-Abl PPI inh: inhibitors of human Rin1-Abl protein interaction. TR-FRET Rin1/Abl binding, biochemical. inhibition, % at 7.35 µM. 360,000 tested, 0.4% active; in the data active means inhibition above about 5%, passing the limit was not always enough
Target sequence (P00519 whole entry, looked up): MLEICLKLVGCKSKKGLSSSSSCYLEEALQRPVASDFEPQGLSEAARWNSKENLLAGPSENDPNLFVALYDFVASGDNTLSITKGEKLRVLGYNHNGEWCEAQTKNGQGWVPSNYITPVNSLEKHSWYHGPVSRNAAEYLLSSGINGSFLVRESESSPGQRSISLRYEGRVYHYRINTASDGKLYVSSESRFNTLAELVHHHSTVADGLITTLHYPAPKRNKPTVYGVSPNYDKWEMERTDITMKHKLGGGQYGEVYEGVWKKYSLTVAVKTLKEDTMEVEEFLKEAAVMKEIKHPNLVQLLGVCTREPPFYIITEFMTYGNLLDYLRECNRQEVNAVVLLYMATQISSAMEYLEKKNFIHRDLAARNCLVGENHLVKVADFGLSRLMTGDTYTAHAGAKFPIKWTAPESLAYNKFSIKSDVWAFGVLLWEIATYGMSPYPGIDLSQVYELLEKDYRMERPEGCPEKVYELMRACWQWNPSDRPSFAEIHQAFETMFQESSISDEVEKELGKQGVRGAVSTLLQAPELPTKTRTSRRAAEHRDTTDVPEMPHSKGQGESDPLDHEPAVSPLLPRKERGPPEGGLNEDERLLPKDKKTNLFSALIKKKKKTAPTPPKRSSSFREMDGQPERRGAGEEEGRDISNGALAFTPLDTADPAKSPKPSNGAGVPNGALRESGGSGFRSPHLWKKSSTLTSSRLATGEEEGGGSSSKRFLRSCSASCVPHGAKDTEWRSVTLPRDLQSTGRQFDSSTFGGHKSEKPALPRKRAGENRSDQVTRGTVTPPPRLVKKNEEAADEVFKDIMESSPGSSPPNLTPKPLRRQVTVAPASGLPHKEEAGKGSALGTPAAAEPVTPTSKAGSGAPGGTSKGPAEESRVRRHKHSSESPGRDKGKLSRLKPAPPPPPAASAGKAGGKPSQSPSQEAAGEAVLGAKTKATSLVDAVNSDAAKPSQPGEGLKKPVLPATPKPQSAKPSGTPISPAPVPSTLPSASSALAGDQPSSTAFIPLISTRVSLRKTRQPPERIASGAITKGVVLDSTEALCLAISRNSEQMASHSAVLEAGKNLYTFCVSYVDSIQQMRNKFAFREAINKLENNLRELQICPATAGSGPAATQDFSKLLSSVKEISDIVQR
Target sequence (Q13671 whole entry, looked up): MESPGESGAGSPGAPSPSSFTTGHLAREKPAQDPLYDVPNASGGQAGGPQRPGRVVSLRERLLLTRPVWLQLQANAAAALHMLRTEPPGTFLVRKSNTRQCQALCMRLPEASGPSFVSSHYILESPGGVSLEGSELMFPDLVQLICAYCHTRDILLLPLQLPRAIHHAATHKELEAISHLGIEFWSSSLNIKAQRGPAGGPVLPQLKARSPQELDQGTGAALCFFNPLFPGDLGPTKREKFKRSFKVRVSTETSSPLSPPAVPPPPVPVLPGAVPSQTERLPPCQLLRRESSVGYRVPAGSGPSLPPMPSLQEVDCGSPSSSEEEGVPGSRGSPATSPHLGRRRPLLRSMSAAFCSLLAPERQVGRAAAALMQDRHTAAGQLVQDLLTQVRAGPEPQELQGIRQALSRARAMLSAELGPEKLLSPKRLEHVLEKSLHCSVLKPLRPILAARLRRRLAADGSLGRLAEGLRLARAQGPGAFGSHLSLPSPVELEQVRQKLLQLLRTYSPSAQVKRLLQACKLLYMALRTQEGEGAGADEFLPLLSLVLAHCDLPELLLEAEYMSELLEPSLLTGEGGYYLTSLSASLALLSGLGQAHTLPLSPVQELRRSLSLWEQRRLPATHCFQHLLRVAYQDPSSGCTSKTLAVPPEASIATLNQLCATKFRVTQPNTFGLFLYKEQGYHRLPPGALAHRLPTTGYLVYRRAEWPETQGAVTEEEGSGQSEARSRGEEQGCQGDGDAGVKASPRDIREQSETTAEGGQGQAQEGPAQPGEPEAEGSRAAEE
NadD inh: blocks S. aureus nicotinate mononucleotide adenylyltransferase; 360,000 tested, 0.78% active; inhibition, % at 20 µM; purified NadD enzyme, colorimetric absorbance read-out; in the data active means inhibition above about 26%; further: some compounds past the cut are filed as inactive
STEP block: blocks human striatal-enriched tyrosine phosphatase | P54829 | recombinant STEP, OMFP fluorogenic substrate, fluorescence | inhibition, % at 20 µM | 360,000 tested, 0.25% active;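 active means inhibition at 20 µM, scaled per plate between control wells, above about 37%, limit read from the data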;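 further: 0% = DMSO with enzyme and substrate and 100% = substrate only without enzyme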
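Assay system: isolated STEP enzyme. Buffer or medium: pH 6.0 Bis-Tris with DTT and Tween 20. Also added: fluorogenic phosphatase substrate OMFP at 25 µM final. Dosing: 20 µM, 1% DMSO. Timing: 20 min reaction, room temperature, in the dark. Measured by: fluorescence intensity, excitation 480 nm, emission 540 nm. Evaluation: normalized % inhibition.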
DNMT1 block: DNMT1 (human) enzyme inhibition; AID 588458; P26358; inhibition (reported as % activation of signal), % at 10 µM; DNMT1 molecular beacon, Hinp1I cleavage, fluorescence; 360,000 tested, 0.83% active; in the data active means inhibition above about 50%
LMPTP block: LMPTP (human) inhibition. P24666. 360,000 tested, 0.22% active. recombinant LMPTP-A, OMFP fluorogenic substrate, fluorescence intensity. inhibition, % at 20 µM;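 active means compounds that cut the enzyme signal by at least half of the control window in the single-dose screen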;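 further: plate controls were DMSO wells with enzyme plus substrate for no effect and substrate without enzyme for full effect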
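Material: LMPTP-A; amount: 0.625 nM enzyme; doses: single 20 µM dose; times: reaction 50 min, room temperature, dark; technique: fluorescence intensity of OMFP turnover product; benchmarks: no-enzyme and uninhibited controls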
SUMO1-SIM PPI: alters human SUMO1 binding to SIM partners | 360,000 tested, 0.33% active | AID 602429 | inhibition, % at 20 µM | P63165 | SUMO1 binding to a labelled peptide, TR-FRET, 1 h; in the data active means inhibition above about 37%
CSN deneddyl inh: CSN deneddylation inhibition. Q92905. Purified CSN, SCF-Nedd8-OG deneddylation, fluorescence polarization. inhibition, % at 12.5 µM. 360,000 tested, 0.38% active. AID 651999;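 active means pattern-corrected inhibition above about 35%, with an unprinted fluorescence ratio check between 0.5 and 1.5, limit read from the data, passing the limit was not always enough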;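 further: 0% = enzyme with substrate and 100% = substrate without enzyme; some results filed as inactive read as strong as hits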
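Assay system: HEK293T-derived human Csn5 enzyme; quantity: 0.24 nM enzyme; medium: Tris/NaCl/DTT buffer, pH 7.5; also added: substrate SCFSkp2-Nedd8OG, 10 nM; doses: 12.5 µM compound; schedule: 90 min reaction at room temperature; signal: FP; read-out: % inhibition of substrate cleavage by Csn5; benchmarks: substrate-only high control, full reaction low control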
Scp-1 inhibitor: inhibitors of human Scp-1 phosphatase. Q9GZU7. Recombinant Scp1, phosphopeptide, malachite green phosphate absorbance. inhibition, % at 20 µM. 340,000 tested, 0.88% active. AID 493091;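 active means inhibition above about 50% at 20 µM, limit read from the data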;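 further: plate controls were DMSO wells with enzyme for no effect and wells lacking enzyme for full effect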
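Test system: SCP-1 phosphatase catalytic domain, residues 76-261 | Compound dosing: One concentration, 20 µM, with 1.0% DMSO | Schedule: 45 min room-temperature reaction, 5 min colour, 30 min stabiliser | Detection: Absorbance at 630 nm | Read-out basis: % inhibition of SCP-1 phosphate liberation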
Rpn11 block: inhibitors of human proteasome Rpn11. AID 588493. 360,000 tested, 0.59% active. human 26S proteasome, Ub4-pepOG fluorescence polarization; 20S core pre-blocked with epoxomicin. O00487. calls only at 20 µM;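 active means inhibition at 20 µM, scaled to each plate's controls, above about 33%, limit read from the data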
Neddyl block: inhibitors of human cullin neddylation. 360,000 tested, 0.58% active. TR-FRET cullin neddylation, biochemical. calls only at 25 µM; in the data active means inhibition above about 36%
Numbers without * were called inactive; i = inactive; . = not tested or not shown.

Order of values: NadD inh	DNMT1 block	STEP block	CSN deneddyl inh	SUMO1-SIM PPI	Rpn11 block	LMPTP block	Neddyl block	Scp-1 inhibitor	Rin1-Abl PPI inh
1	O=C(NCC12CC3CC(CC(C3)C1)C2)c1nn2c(c1Cl)NC(c1ccco1)CC2C(F)(F)F (stereo not given)
 : 4	-1	0	1	-7	i	2.7	i	-12	0
2	COc1ccc(N2CCN(C(=O)c3ccc(Br)o3)CC2)cc1
 : 3	0	2	2	-6	i	0.7	i	-9	4
3	S=C(Nc1ccc(Cl)cc1)N1CCN(C2CCCCC2)CC1
 : -7	-1	9	1	-1	i	-1.2	i	-4	0
4	CCn1c(SCC(=O)Nc2nncs2)nnc1-c1ccco1
 : 1	7	-2	3	8	i	-0.3	i	-3	0
5	Cc1ccc(S(=O)(=O)N2CCOCC2)cc1NC(=O)CSc1nnc(N)s1
 : -3	1	0	-7	0	i	-1.3	i	-6	1
6	CCN1C(=O)c2ccccc2S(=O)(=O)c2ccc(C(=O)N3CCOCC3)cc21
 : -5	6	-3	0	4	i	-1.5	i	-2	2
7	CCc1csc(CNC(=O)C2CCC(=O)N(Cc3cccc(OC)c3)C2)n1 (stereo not given)
 : -2	4	0	7	-1	i	-1.9	i	.	-1
8	COc1ccccc1C(=O)Nc1ccnn1C1CCN(C/C=C/c2ccccc2)CC1
 : -7	-1	1	-4	5	i	0.8	i	-13	3
9	CCN(CC)S(=O)(=O)c1cccc(C(=O)N/N=C(\C)c2ccc(O)cc2O)c1
 : -11	-4	-3	37*	16	.	-0.5	.	-7	-3
10	COC(=O)C(NS(=O)(=O)c1ccc(NC(C)=O)cc1)C(C)C (stereo not given)
 : 8	4	1	-2	0	i	-0.2	i	-2	3
11	CC(NC(=O)CCCN1C(=O)c2ccccc2C1=O)c1ccc2c(c1)CCCC2 (stereo not given)
 : -3	0	0	6	-2	i	1.4	i	-7	-3
12	Cc1cccc(NC(=O)CSCC(=O)N(C)CC(=O)Nc2cccc(F)c2)c1
 : -1	-2	0	4	0	i	0.6	i	-1	-3
13	O=C(CSc1ccccc1)N1CCC(N2CCC(C(=O)N3CCCC3)CC2)CC1
 : -5	1	1	-2	0	i	-1.1	i	-12	4
14	Cc1ccc(C)c(S(=O)(=O)N2CCN(CC(=O)NC(C)c3ccccc3)CC2)c1 (stereo not given)
 : -2	1	-1	0	-2	i	-0.6	i	-5	-2
15	CCN(C(=O)COC(=O)c1ccc[nH]c1=O)c1cccc2ccccc12
 : -4	-2	-1	-4	28	i	-1.4	i	-10	2

Order of values: NadD inh	DNMT1 block	STEP block	CSN deneddyl inh	SUMO1-SIM PPI	Rpn11 block	LMPTP block	Neddyl block	Scp-1 inhibitor	Rin1-Abl PPI inh
16	O=C(NCc1ccc2c(c1)OCO2)C1CC(=O)N(c2ccc(O)cc2)C1 (stereo not given)
 : 1	2	0	6	-2	i	-1.2	i	4	-1
17	O=C(NCc1ccc(Cl)cc1)C1CCCCN1S(=O)(=O)c1ccccc1 (stereo not given)
 : -17	-1	0	-1	0	i	1.8	i	-10	3
18	N=c1c(S(=O)(=O)c2ccc(Br)cc2)cc2c(=O)n3ccccc3nc2n1Cc1ccccc1
 : 32*	0	2	-6	-6	i	2.8	i	9	2
19	C/C(=N\Nc1nc(N2CCOCC2)nc(N2CCOCC2)n1)c1cccc([N+](=O)[O-])c1
 : 5	0	-1	-18	-16	i	-1.9	i	-1	4
20	COc1ccc(N=C2SC(CC(=O)Nc3ccccc3)C(=O)N2CCc2ccccn2)cc1 (stereo not given)
 : 0	-7	-2	2	1	i	0.9	i	-2	3
21	COCCN1CC(C(=O)NCc2ccccc2-n2ccnc2C)CCC1=O (stereo not given)
 : -6	-1	4	4	-1	i	-1.1	i	-5	-2
22	COc1ccc(-n2c(SC(C)C(=O)N3CCOCC3)nc3ccccc3c2=O)cc1 (stereo not given)
 : -1	4	-1	2	16	i	-2.1	i	-7	-2
23	Cc1cc(NC(=O)CS(=O)(=O)c2cn(Cc3cccc(Cl)c3)c3ccccc23)no1
 : -4	-2	0	0	1	i	0.1	i	.	1
24	Cc1cccn2c(=O)c3cc(C#N)c(=NC(=O)c4ccco4)n(Cc4ccco4)c3nc12
 : 16	61*	22	19	7	i	46	.	76*	-4
25	NC(=O)Nc1ccccc1C(=O)NCCc1ccccc1
 : -1	-5	1	-4	-3	i	0.0	i	0	1
26	CC(=O)Nc1c(C(=O)O)oc2ccccc12
 : -2	2	2	-3	-1	i	0.6	i	-5	1
27	O=C1NN(c2ccccc2)C(=O)/C1=C/c1ccc(-c2ccc(Cl)c(C(=O)O)c2)o1
 : -1	85*	18	28	20	i	9.5	i	70*	2
28	O=C(CS(=O)CC(=O)Nc1cccc2c1CCCC2)Nc1ccc(F)cc1 (stereo not given)
 : -3	-1	2	-2	1	i	-0.9	i	-4	-2
29	Cc1ccccc1NC(=O)CN(C)S(=O)(=O)c1cccc2cccnc12
 : -7	-1	0	-2	3	i	-1.5	i	-12	2
30	COc1cccc(N2CCN(C(=O)c3cc(-c4ccc(F)cc4)[nH]c3C)CC2)c1
 : -1	-10	0	2	1	i	2.8	i	-6	1

Order of values: NadD inh	DNMT1 block	STEP block	CSN deneddyl inh	SUMO1-SIM PPI	Rpn11 block	LMPTP block	Neddyl block	Scp-1 inhibitor	Rin1-Abl PPI inh
31	O=C(Cn1cncn1)NCc1ccccc1Br
 : 2	1	-2	4	2	i	-1.2	i	-2	-5
32	CC(C)C(C(=O)NCc1ccco1)N(C(=O)CNS(=O)(=O)c1ccc(Cl)cc1)C1CCCC1 (stereo not given)
 : -7	-5	2	-1	-3	i	0.1	i	-7	-4
33	CN(C)CC(=O)N1c2ccccc2Sc2ccc(Cl)cc21
 : -3	-1	2	-1	-3	i	-0.6	i	-6	-1
34	O=C1c2ccccc2C(=O)N1CCC#Cc1ccc2cc(CCCO)oc(=O)c2c1
 : -2	2	-2	-1	0	i	-0.4	i	0	3
35	CCOc1cc(C(=O)Nc2ccc(S(=O)(=O)Nc3cnc4ccccc4n3)cc2)cc(OCC)c1OCC
 : 17	-2	-1	1	-9	i	1.8	i	-22	-3
36	COc1cc(C)c(CN2CCC(n3nccc3NC(=O)C3CCOC3)CC2)cc1C (stereo not given)
 : 0	2	-2	4	0	i	-2.0	i	-6	-2
37	O=C(NCc1cccnc1)c1cccc(Cl)c1
 : -2	2	-5	-1	-1	i	-1.6	i	-8	-1
38	CCOc1ccccc1N(C)C(=O)CCS(=O)(=O)c1ccc2c(c1)NC(=O)C(C)S2 (stereo not given)
 : -4	0	-2	-4	2	i	-0.2	i	-6	-1
39	COc1ccccc1N1CCN(S(=O)(=O)CCNC(=O)Cc2ccc(F)cc2)CC1
 : -3	-1	-1	-4	2	i	-0.7	i	-6	4
40	CC(C)CCNC(=O)CN(Cc1ccc(F)cc1)C(=O)CCC(=O)Nc1ccccn1
 : 3	-2	-2	4	-6	i	-1.1	i	-2	0
41	CC(c1ccccc1)n1cc(C(=O)NCCCn2ccnc2)nn1 (stereo not given)
 : -1	3	5	1	2	i	-1.5	i	-7	1
42	CC(C(=O)NCCC1=CCCCC1)N1C(=O)c2ccccc2C1=O (stereo not given)
 : -4	-1	-1	3	-1	i	-1.5	i	-3	2
43	CCOC(=O)C1(Cc2cccc(F)c2)CCN(CCCn2cccn2)CC1
 : -1	5	2	-3	-3	i	-0.7	i	-1	0
44	CCOC(=O)N1CCN(C(=O)c2ccc3c(c2)N(Cc2ccccc2)CCS3)CC1
 : 3	7	1	-3	-1	i	0.3	i	-9	0
45	COc1cccc(CNCc2ccccn2)c1OC
 : -5	1	2	2	-3	i	-0.8	i	-4	1

Some of the entries so far, as labelled records:
16) O=C(NCc1ccc2c(c1)OCO2)C1CC(=O)N(c2ccc(O)cc2)C1 (stereo not given)
- NadD inh: 1
- DNMT1 block: 2
- STEP block: 0
- CSN deneddyl inh: 6
- SUMO1-SIM PPI: -2
- Rpn11 block: i
- LMPTP block: -1.2
- Neddyl block: i
- Scp-1 inhibitor: 4
- Rin1-Abl PPI inh: -1
25) NC(=O)Nc1ccccc1C(=O)NCCc1ccccc1
- NadD inh: -1
- DNMT1 block: -5
- STEP block: 1
- CSN deneddyl inh: -4
- SUMO1-SIM PPI: -3
- Rpn11 block: i
- LMPTP block: 0.0
- Neddyl block: i
- Scp-1 inhibitor: 0
- Rin1-Abl PPI inh: 1

More entries follow:
Order of values: NadD inh	DNMT1 block	STEP block	CSN deneddyl inh	SUMO1-SIM PPI	Rpn11 block	LMPTP block	Neddyl block	Scp-1 inhibitor	Rin1-Abl PPI inh
46	Cc1nc(Sc2ccc(Br)cc2)c(C#N)c(C)c1[N+](=O)[O-]
 : 2	7	2	0	-5	i	1.7	i	-9	1
47	O=c1[nH]c(=O)n(C2OC(CO)C(O)C2O)c2c1CCCC2 (stereo not given)
 : -1	-3	-2	-1	4	i	-1.4	i	.	3
48	COc1ccc(NC(=O)NNC(=O)C(C)Oc2ccc3ccccc3c2)cc1OC (stereo not given)
 : 0	1	0	-1	-5	i	0.3	i	-10	-1
49	Cc1nn(-c2ccccc2)c2c1C(c1ccc(Br)s1)C(C#N)=C(N)O2 (stereo not given)
 : 4	8	-1	0	9	i	1.7	i	-6	2
50	O=C(N/N=C/c1ccc([N+](=O)[O-])cc1)c1cc(C2CC2)nc2ccccc12
 : 0	0	0	-2	-22	i	2.1	i	-11	-4
51	c1cc(CNCCNCc2ccncc2)ccn1
 : 2	0	-2	-5	-2	i	-2.9	i	3	3
52	Cc1noc(C)c1CSc1nc2cc(S(=O)(=O)N3CCOCC3)ccc2o1
 : -8	5	7	0	-2	i	-1.1	i	-4	0
53	CCN1CCN(Cc2ccc(NC(=O)c3cc(NC(=O)c4cncc(-c5cccs5)c4)cc(OC)c3)cc2C(F)(F)F)CC1
 : 34*	0	2	6	-6	i	1.4	i	-2	-5
54	CCCN(C(=O)C1CSC2(C)CCC(=O)N12)c1c(N)n(Cc2ccccc2)c(=O)[nH]c1=O (stereo not given)
 : -4	0	0	-5	1	i	-1.5	i	-7	0

Profiles, quoted from the list:
CCCN(C(=O)C1CSC2(C)CCC(=O)N12)c1c(N)n(Cc2ccccc2)c(=O)[nH]c1=O (stereo not given) is listed with NadD inh = -4; DNMT1 block = 0; STEP block = 0; CSN deneddyl inh = -5; SUMO1-SIM PPI = 1; Rpn11 block = i; LMPTP block = -1.5; Neddyl block = i; Scp-1 inhibitor = -7; Rin1-Abl PPI inh = 0
O=c1[nH]c(=O)n(C2OC(CO)C(O)C2O)c2c1CCCC2 (stereo not given) is listed with NadD inh = -1; DNMT1 block = -3; STEP block = -2; CSN deneddyl inh = -1; SUMO1-SIM PPI = 4; Rpn11 block = i; LMPTP block = -1.4; Neddyl block = i; Scp-1 inhibitor = .; Rin1-Abl PPI inh = 3
